Compound activity as filed in PubChem.
NSD2 block = inhibitors of human NSD2, primary screen, biochemical, plate reader, single point; Histone-lysine N-methyltransferase NSD2 (Homo sapiens), O96028; NSD2-SET H3K36me1 DELFIA fluorescence; inhibition, % at 12.5 µM; actives 0.07% (n = 44,000); in the data active = inhibition above about 54%, passing the limit was not always enough;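 also: inhibitors reduce the monomethyl H3K36 fluorescence signal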
Target sequence (O96028 whole entry, looked up): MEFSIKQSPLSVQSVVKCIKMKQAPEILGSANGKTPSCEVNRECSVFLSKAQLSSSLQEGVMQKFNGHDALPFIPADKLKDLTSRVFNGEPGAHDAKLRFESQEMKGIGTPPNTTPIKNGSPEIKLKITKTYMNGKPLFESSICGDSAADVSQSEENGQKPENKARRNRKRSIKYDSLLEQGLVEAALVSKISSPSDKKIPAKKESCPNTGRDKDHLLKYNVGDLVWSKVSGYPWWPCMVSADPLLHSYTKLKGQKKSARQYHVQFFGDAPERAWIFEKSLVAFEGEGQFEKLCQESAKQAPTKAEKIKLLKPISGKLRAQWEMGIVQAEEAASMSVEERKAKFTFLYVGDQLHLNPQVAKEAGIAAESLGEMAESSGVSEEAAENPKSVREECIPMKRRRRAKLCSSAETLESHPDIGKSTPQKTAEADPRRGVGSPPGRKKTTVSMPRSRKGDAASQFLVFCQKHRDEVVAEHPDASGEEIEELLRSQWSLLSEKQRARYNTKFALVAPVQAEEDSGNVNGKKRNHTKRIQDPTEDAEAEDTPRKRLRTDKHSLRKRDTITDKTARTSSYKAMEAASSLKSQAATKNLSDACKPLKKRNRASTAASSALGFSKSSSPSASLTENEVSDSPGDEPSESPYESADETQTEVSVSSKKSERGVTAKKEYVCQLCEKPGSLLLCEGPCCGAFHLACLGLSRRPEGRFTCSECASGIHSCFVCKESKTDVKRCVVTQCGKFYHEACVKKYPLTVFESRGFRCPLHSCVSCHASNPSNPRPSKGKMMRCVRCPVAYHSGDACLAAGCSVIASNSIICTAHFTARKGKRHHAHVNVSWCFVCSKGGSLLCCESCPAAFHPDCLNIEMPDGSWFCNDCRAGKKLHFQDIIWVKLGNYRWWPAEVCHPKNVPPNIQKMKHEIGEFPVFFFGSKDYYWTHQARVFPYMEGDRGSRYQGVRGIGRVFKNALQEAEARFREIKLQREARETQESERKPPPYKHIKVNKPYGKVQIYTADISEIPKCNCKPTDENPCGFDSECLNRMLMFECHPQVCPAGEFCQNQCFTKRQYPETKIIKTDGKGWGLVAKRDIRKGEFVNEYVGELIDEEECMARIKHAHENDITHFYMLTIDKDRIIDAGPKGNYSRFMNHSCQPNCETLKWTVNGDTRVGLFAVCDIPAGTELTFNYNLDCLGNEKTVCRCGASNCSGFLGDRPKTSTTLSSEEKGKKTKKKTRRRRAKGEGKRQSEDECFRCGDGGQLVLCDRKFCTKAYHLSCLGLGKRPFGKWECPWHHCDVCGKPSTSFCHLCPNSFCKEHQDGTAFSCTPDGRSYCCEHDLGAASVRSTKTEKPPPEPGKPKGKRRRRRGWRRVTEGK
The depositor's hits bear a star. A portion of the library; the hit share may differ from the screen's.

SMILES	NSD2 block
C[C@@H]1CCCCO[C@@H](CN(C)Cc2ccc(C(F)(F)F)cc2)[C@@H](C)CN([C@H](C)CO)C(=O)c2cc(NC(=O)c3ccncc3)ccc2O1	4
O=C(CCCCCCC(=O)Nc1ccccc1O)N/N=C/C=C/c1ccccc1	1
C[C@H]1CCCCO[C@@H](CN(C)S(=O)(=O)c2ccc(F)cc2)[C@@H](C)CN([C@@H](C)CO)C(=O)c2cc(NC(=O)Nc3ccccc3)ccc2O1	4
CS(=O)(=O)Nc1ccc2c(c1)[C@H]1C[C@@H](CC(=O)N3CCOCC3)O[C@H](CO)[C@H]1O2	1
CN1CCN(NC(=O)CN2C(=O)S/C(=C/c3ccc(Cl)cc3)C2=O)CC1	2
C[C@H](CO)N1C[C@H](C)[C@H](CN(C)Cc2ccc(Cl)c(Cl)c2)Oc2ccc(NC(=O)CCCCCC(=O)Nc3ccccc3N)cc2CC1=O	4
COc1ccccc1-c1cnc2c(c1)C(=O)N([C@H](C)CO)C[C@@H](C)[C@@H](CN(C)CC1CCOCC1)O2	1
C[C@H]1CN([C@@H](C)CO)C(=O)Cc2cc(NC(=O)C3CC3)ccc2O[C@@H]1CN(C)CC1CCCCC1	3
C[C@H](CO)N1C[C@H](C)[C@@H](CN(C)Cc2ccc(Cl)c(Cl)c2)Oc2ccc(NS(=O)(=O)c3ccc(Cl)cc3)cc2CC1=O	-3
C[C@H]1CCCCO[C@@H](CN(C)S(=O)(=O)c2cn(C)cn2)[C@@H](C)CN([C@@H](C)CO)C(=O)c2cc(NC(=O)Nc3ccc(F)cc3)ccc2O1	2
C[C@@H]1CN([C@H](C)CO)C(=O)Cc2cc(NC(=O)Nc3cccc4ccccc34)ccc2O[C@@H]1CN(C)CC1CCCCC1	-10
COC(=O)CCCCCCC(=O)N/N=C/C=C/c1ccccc1	0
N#Cc1cc2c(OCC(O)CN3CCN(C(c4ccccc4)c4ccccc4)CC3)cccc2[nH]1 (centres undefined)	10
C=C[C@@]1(C)CCC2C(=CCC3[C@]2(C)CCC[C@@]3(C)C(=O)O)C1 (some centres undefined)	6
C[C@H]1CN([C@@H](C)CO)C(=O)c2cc(C#Cc3ccccn3)cnc2O[C@@H]1CN(C)CC1CCCC1	-10
C[C@@H]1CN([C@H](C)CO)C(=O)Cc2cc(NC(=O)C3CC3)ccc2O[C@@H]1CN(C)Cc1ccc(Cl)c(Cl)c1	-7
Cc1noc(C)c1S(=O)(=O)N(C)C[C@H]1Oc2ccc(N(C)C)cc2CC(=O)N([C@H](C)CO)C[C@H]1C	-1
C[C@H]1CCCCO[C@@H](CN(C)C(=O)CCCN(C)C)[C@@H](C)CN([C@@H](C)CO)C(=O)c2cc(NC(=O)Cc3ccccc3)ccc2O1	-1
CC(C)CC#Cc1ccc2c(c1)O[C@@H](CN(C)Cc1ccccc1)[C@@H](C)CN([C@H](C)CO)S2(=O)=O	8
C[C@@H]1CN([C@@H](C)CO)C(=O)c2cc(NS(C)(=O)=O)ccc2O[C@@H]1CN(C)C(=O)Nc1cccc2ccccc12	9
C[C@@H]1CN([C@@H](C)CO)C(=O)Cc2cc(NC(=O)Cc3cn(C)c4ccccc34)ccc2O[C@H]1CN(C)CC1CC1	0
CNC[C@H]1OCCCC[C@H](C)Oc2ccc(NS(=O)(=O)c3ccccc3)cc2C(=O)N([C@@H](C)CO)C[C@@H]1C	3
C[C@H]1CN([C@@H](C)CO)C(=O)c2cccc(NS(=O)(=O)c3cccs3)c2O[C@H]1CN(C)C(=O)NC1CCCCC1	3
CC(=O)N(C)C[C@H]1Oc2ncc(-c3cccnc3)cc2C(=O)N([C@H](C)CO)C[C@@H]1C	-3
C[C@@H]1CN([C@H](C)CO)C(=O)c2cc(NC(=O)Nc3ccc4c(c3)OCO4)ccc2O[C@@H](C)CCCCO[C@H]1CN(C)S(=O)(=O)c1ccc(Cl)cc1	-3

In the list so far, these contain a Cl atom:
SMILES	NSD2 block
CN1CCN(NC(=O)CN2C(=O)S/C(=C/c3ccc(Cl)cc3)C2=O)CC1	2
C[C@H](CO)N1C[C@H](C)[C@H](CN(C)Cc2ccc(Cl)c(Cl)c2)Oc2ccc(NC(=O)CCCCCC(=O)Nc3ccccc3N)cc2CC1=O	4
C[C@H](CO)N1C[C@H](C)[C@@H](CN(C)Cc2ccc(Cl)c(Cl)c2)Oc2ccc(NS(=O)(=O)c3ccc(Cl)cc3)cc2CC1=O	-3
C[C@@H]1CN([C@H](C)CO)C(=O)Cc2cc(NC(=O)C3CC3)ccc2O[C@@H]1CN(C)Cc1ccc(Cl)c(Cl)c1	-7
C[C@@H]1CN([C@H](C)CO)C(=O)c2cc(NC(=O)Nc3ccc4c(c3)OCO4)ccc2O[C@@H](C)CCCCO[C@H]1CN(C)S(=O)(=O)c1ccc(Cl)cc1	-3

Returning to the listing, repeating the two entries before the break.
SMILES	NSD2 block
CC(=O)N(C)C[C@H]1Oc2ncc(-c3cccnc3)cc2C(=O)N([C@H](C)CO)C[C@@H]1C	-3
C[C@@H]1CN([C@H](C)CO)C(=O)c2cc(NC(=O)Nc3ccc4c(c3)OCO4)ccc2O[C@@H](C)CCCCO[C@H]1CN(C)S(=O)(=O)c1ccc(Cl)cc1	-3
C[C@H]1CN([C@@H](C)CO)C(=O)c2cc(NC(=O)Cc3ccccc3)ccc2O[C@@H]1CN(C)Cc1ccccc1	2
COc1ccc(S(=O)(=O)Nc2ccc3c(c2)C(=O)N([C@@H](C)CO)C[C@H](C)[C@@H](CN(C)S(=O)(=O)c2ccccc2)O3)cc1	1
CC(C)NC(=O)N(C)C[C@H]1Oc2cc(Br)ccc2S(=O)(=O)N([C@@H](C)CO)C[C@H]1C	4
Nc1ncnc2c1ncn2C1CCCO1 (centres undefined)	1
C[C@]12CCC3c4ccc(O)cc4CC[C@H]3C1CC[C@H]2O (some centres undefined)	1
C[C@@H]1CN([C@@H](C)CO)S(=O)(=O)c2ccc(C#Cc3cccnc3)cc2O[C@@H]1CN(C)C	-6
C[C@H]1CN([C@@H](C)CO)C(=O)Cc2cc(NS(=O)(=O)c3ccc(F)cc3)ccc2O[C@H]1CN(C)Cc1ccc(Oc2ccccc2)cc1	-2
CC(C)CC#Cc1cnc2c(c1)C(=O)N([C@@H](C)CO)C[C@@H](C)[C@H](CN(C)C(=O)c1ccccc1)O2	-6
C[C@H]1CN([C@@H](C)CO)C(=O)c2cccc(NS(=O)(=O)c3cccs3)c2O[C@@H]1CN(C)C(=O)Nc1ccc2c(c1)OCO2	3
CCC(=O)N(C)C[C@H]1Oc2cc(C#CC(C)(C)O)ccc2S(=O)(=O)N([C@H](C)CO)C[C@@H]1C	4
Cc1ccc(C2=NC3(CCN(C(=O)OC(C)(C)C)CC3)NC2=S)cc1	11
COc1ccc(NC(=O)N(C)C[C@@H]2Oc3ccc(NC(=O)Nc4cccc5ccccc45)cc3CC(=O)N([C@@H](C)CO)C[C@@H]2C)cc1	-8
C[C@H]1CN([C@@H](C)CO)C(=O)Cc2cc(NC(=O)CCN3CCOCC3)ccc2O[C@@H]1CN(C)S(=O)(=O)c1ccccc1	2
COc1ccc(S(=O)(=O)Nc2ccc3c(c2)CC(=O)N([C@H](C)CO)C[C@H](C)[C@H](CN(C)C(=O)Nc2ccc(F)cc2)O3)cc1	3
Cc1noc(C)c1NC(=O)N(C)C[C@H]1Oc2ccc(NC(=O)Cn3cnnn3)cc2C(=O)N([C@H](C)CO)C[C@@H]1C	1
C[C@@H]1CN([C@@H](C)CO)C(=O)c2cc(NC(=O)Nc3ccc(F)cc3)ccc2O[C@@H](C)CCCCO[C@@H]1CN(C)S(=O)(=O)c1ccccc1	-3
C[C@H]1CCCCO[C@H](CN(C)C(=O)Nc2ccc3c(c2)OCO3)[C@@H](C)CN([C@@H](C)CO)C(=O)c2cc(NC(=O)Nc3ccccc3)ccc2O1	-2
C[C@@H]1CCCCO[C@@H](CN(C)C(=O)C2CCCCC2)[C@H](C)CN([C@@H](C)CO)C(=O)c2cc(NC(=O)Nc3ccc(C(F)(F)F)cc3)ccc2O1	12
C[C@@H]1CN([C@@H](C)CO)C(=O)c2cc(NC(=O)CCCN(C)C)ccc2O[C@@H]1CN(C)C(=O)Nc1ccc2c(c1)OCO2	0
C[C@@H](NC(=O)C[C@H]1CC[C@@H](NC(=O)c2cccnc2)[C@H](CO)O1)c1ccccc1	3
C[C@@H]1CN([C@H](C)CO)C(=O)c2cc(C#Cc3ccc(F)cc3)cnc2O[C@H]1CN(C)C(=O)Nc1ccc(F)cc1	-3
C[C@@H]1CN([C@H](C)CO)C(=O)c2cccc(NC(=O)c3ccc(-c4nccs4)cc3)c2O[C@H]1CN(C)C(=O)Nc1ccccc1	4
COc1ccc(NC(=O)N(C)C[C@H]2Oc3c(NS(=O)(=O)c4cccs4)cccc3C(=O)N([C@@H](C)CO)C[C@H]2C)cc1	-11
Cc1noc(C)c1NC(=O)Nc1ccc2c(c1)CC(=O)N([C@H](C)CO)C[C@H](C)[C@@H](CN(C)C(=O)Nc1cccc3ccccc13)O2	-2
Cc1ccc(S(=O)(=O)Nc2ccc3c(c2)C(=O)N([C@H](C)CO)C[C@H](C)[C@H](CN(C)C(=O)Nc2ccc(F)cc2)O3)cc1	-4

Single values from the entries so far:
In NSD2 block, Cc1noc(C)c1NC(=O)N(C)C[C@H]1Oc2ccc(NC(=O)Cn3cnnn3)cc2C(=O)N([C@H](C)CO)C[C@@H]1C shows 1
In NSD2 block, COc1ccc(S(=O)(=O)Nc2ccc3c(c2)C(=O)N([C@@H](C)CO)C[C@H](C)[C@@H](CN(C)S(=O)(=O)c2ccccc2)O3)cc1 shows 1
In NSD2 block, C[C@H]1CN([C@@H](C)CO)C(=O)Cc2cc(NS(=O)(=O)c3ccc(F)cc3)ccc2O[C@H]1CN(C)Cc1ccc(Oc2ccccc2)cc1 shows -2

Other entries
SMILES	NSD2 block
C=CCn1c(=S)sc2c(SCC(N)=O)ncnc21	-5
C[C@@H]1CN([C@@H](C)CO)C(=O)c2cc(NS(=O)(=O)c3cn(C)cn3)ccc2O[C@@H]1CN(C)C(=O)Nc1ccc(C(F)(F)F)cc1	-2
O=C(O)[C@@]1(CCS(=O)(=O)c2ccccc2)COC(c2ccc(OCCCO)cc2)=N1	1
Cc1ccc(S(=O)(=O)N(C)C[C@@H]2Oc3ccc(NS(=O)(=O)c4c(C)noc4C)cc3CC(=O)N([C@@H](C)CO)C[C@H]2C)cc1	-3
C[C@@H]1CN([C@H](C)CO)S(=O)(=O)c2ccc(C#Cc3ccc(F)cc3)cc2O[C@@H]1CN(C)C	1
CC(C)NC(=O)Nc1ccc2c(c1)C(=O)N([C@H](C)CO)C[C@H](C)[C@H](CN(C)S(=O)(=O)c1cccs1)O2	1
Cc1ccc(S(=O)(=O)Nc2ccc3c(c2)CC(=O)N([C@@H](C)CO)C[C@H](C)[C@@H](CN(C)Cc2ccc(C(F)(F)F)cc2)O3)cc1	-17
Cc1noc(C)c1NC(=O)Nc1ccc2c(c1)CC(=O)N([C@@H](C)CO)C[C@H](C)[C@@H](CN(C)CC1CCCCC1)O2	-1
COc1ccc(S(=O)(=O)Nc2cccc3c2O[C@@H](CN(C)Cc2ccc(C(=O)O)cc2)[C@@H](C)CN([C@H](C)CO)C3=O)cc1	12
C[C@H]1CN([C@@H](C)CO)C(=O)c2cc(NC(=O)C3CC3)ccc2O[C@H]1CN(C)Cc1ccc(-c2ccccc2)cc1	28
C[C@@H]1CN([C@H](C)CO)C(=O)Cc2cc(NC(=O)Cc3ccccc3)ccc2O[C@H]1CN(C)Cc1ccccc1	-4
COc1ccc(S(=O)(=O)N(C)C[C@H]2OCCCC[C@H](C)Oc3ccc(NC(=O)Nc4ccccc4)cc3C(=O)N([C@@H](C)CO)C[C@@H]2C)cc1	1
C[C@@H]1CN([C@H](C)CO)C(=O)c2cc(C#CCN(C)C)cnc2O[C@H]1CN(C)C(=O)c1ccc2c(c1)OCO2	2
C[C@H]1C=C(C(=O)N2CCN(Cc3ccc4c(c3)OCO4)CC2)O[C@@H](OCCCCO)C1	10
Cc1ccc(S(=O)(=O)Nc2ccc3c(c2)CC(=O)N([C@H](C)CO)C[C@@H](C)[C@H](CN(C)Cc2ccc(C(=O)O)cc2)O3)cc1	-4
C=CCOC(=O)[C@H]1[C@@H]2C(=O)O[C@@H](c3ccccc3)[C@@H](c3ccccc3)N2[C@@H](c2ccc(OCCOC(=O)[C@@H]3C[C@@H]4C(=O)N5CCC[C@H]5C(=O)N4[C@@H]3c3cccc(OCCO)c3)cc2)[C@]12C(=O)Nc1ccccc12	1
Cc1ccccc1-c1ccc2c(c1)O[C@H](CN(C)C(=O)Nc1ccc(C(F)(F)F)cc1)[C@@H](C)CN([C@H](C)CO)S2(=O)=O	-7
C[C@H](CO)N1C[C@H](C)[C@@H](CN(C)CC2CCCCC2)Oc2ccc(NC(=O)NC3CCCCC3)cc2CC1=O	-6
COC(=O)C(CC#Cc1ccc2c(c1)[C@]1(C(=O)N2)[C@H](C(=O)N2CCCCCCC2)[C@H]2C(=O)O[C@H](c3ccccc3)[C@H](c3ccccc3)N2[C@@H]1c1ccc(O)cc1)C(=O)OC	-6
COc1ccc(S(=O)(=O)N(C)C[C@H]2Oc3ccc(NC(=O)Nc4ccc(C(F)(F)F)cc4)cc3CC(=O)N([C@@H](C)CO)C[C@@H]2C)cc1	0
C[C@@H]1CCCCO[C@H](CN(C)Cc2ccc3c(c2)OCO3)[C@H](C)CN([C@@H](C)CO)C(=O)c2cc(N(C)C)ccc2O1	-3
COc1ccc(CN(C)C[C@@H]2Oc3ccc(NC(=O)C4CCCCC4)cc3C(=O)N([C@@H](C)CO)C[C@@H]2C)cc1	1
C[C@@H]1CN([C@@H](C)CO)S(=O)(=O)c2ccc(-c3ccc(C#N)cc3)cc2O[C@H]1CN(C)Cc1ccccn1	2
COc1ccc(NC(=O)N(C)C[C@H]2Oc3ccc(NC(=O)NC(C)C)cc3CC(=O)N([C@H](C)CO)C[C@H]2C)cc1	0
C[C@@H]1CN([C@H](C)CO)C(=O)c2cc(NC(=O)c3ccncc3)ccc2O[C@@H](C)CCCCO[C@H]1CN(C)S(=O)(=O)c1ccc(Cl)cc1	-2
C[C@@H](O)C#Cc1ccc2c(c1)O[C@@H](CN(C)C(=O)c1ccncc1)[C@@H](C)CN([C@@H](C)CO)S2(=O)=O	5
CNC[C@H]1Oc2cc(-c3cccc(F)c3)ccc2S(=O)(=O)N([C@H](C)CO)C[C@@H]1C	7
C[C@H]1CN([C@@H](C)CO)C(=O)c2c(c3ccccc3n2C)-c2ccccc2CO[C@H]1CN(C)C(=O)Nc1ccc(F)cc1	1
